# Assay outcomes as filed in PubChem BioAssay.
# TLR4-MyD88 BLA: inhibitors of TLR4-MyD88 association in cells, primary screen, cell-based, HeLa CL3-4, BLA complementation, FRET ratio | actives 0.18% (n = 200,000) | AID 861, 2007 | HeLa CL3-4 TLR4/MyD88 BLA complementation | Toll-like receptor 4 (Homo sapiens) + Myeloid differentiation primary response protein … | inhibition, % at 8.4 µM; in the data active means inhibition above about 25%;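 further: 0% = vehicle and 100% = reference inhibitor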
# STAT3 inh: IL-6 driven STAT3 reporter inhibitors, primary screen, U3A cells, luciferase, luminescence, MLSCN library. AID 862, 2007. inhibition, % at 5.5 µM. actives 0.89% (n = 190,000). IL-6 STAT3-luciferase reporter; host cell line lacks STAT1;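 active means inhibition above the mean inhibition across all screened compounds plus 3 SD, cut at about 44% in these data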;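 further: 0% = DMSO only wells and 100% = 100 µM nifuroxazide control wells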
# RAM network inh: inhibitors of the yeast RAM network, primary screen, dse1pr::URA3 reporter, 5-FOA selection; actives 1.8% (n = 190,000); S. cerevisiae dse1pr::URA3 reporter, 5-FOA growth OD615, 2 d; analog-sensitive cbk1-as2 kinase mutant strain; inhibition, % at 50 µM; AID 868, 2007;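 active means inhibition above a set limit, 3 SD over mean compound inhibition, cut at about 8.4% in these data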;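 further: 0% = DMSO-only wells with no growth and 100% = 10 µM 1-NA-PP1 full growth; inhibition rescues growth on 5-FOA so higher OD means more RAM inhibition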
# TR-FRET SRC-2 ct: TR-FRET signal artefacts, primary screen, artefact control for PPARgamma SRC-2 agonist project, biochemical; TR-FRET ratio at 8 µM; AID 1049, 2008; TR-FRET artefact counter-screen; hits give high values; actives 0.4% (n = 200,000); in the data active means TR-FRET ratio above about 2000; further: inactives centre near 1500
# S1P3 antagonist: S1P3 receptor antagonists, primary screen, cell-based; actives 0.27% (n = 170,000); CHO S1P3 NFAT-BLA reporter, FRET fluorescence, antagonist mode; inhibition, % at 4.98 µM; Sphingosine 1-phosphate receptor 3 (Homo sapiens), Q99500;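 active means inhibition above the plate cutoff, the mean inhibition of test wells on that plate plus 3 SD, cut at about 28% in these data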;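 further: cells challenged with S1P at its EC80 of 0.8 µM; blue over green emission ratio from cleaved BLA substrate after 4 h stimulation; 0% = S1P-stimulated wells and 100% = unstimulated DMSO-only wells; some compounds past the cut are filed as inactive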
# PPARg SRC3 recr: PPARgamma agonists recruiting SRC-3 coactivator, primary screen, biochemical. biochemical PPARgamma/SRC-3 coactivator recruitment assay. activation, % at 8 µM. actives 0.26% (n = 200,000). AID 731, 2007; in the data active means activation above about 23%;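 further: 0% = DMSO and 100% = reference agonist; some compounds past the cut are filed as inactive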
# Target sequence (P37231 whole entry, looked up): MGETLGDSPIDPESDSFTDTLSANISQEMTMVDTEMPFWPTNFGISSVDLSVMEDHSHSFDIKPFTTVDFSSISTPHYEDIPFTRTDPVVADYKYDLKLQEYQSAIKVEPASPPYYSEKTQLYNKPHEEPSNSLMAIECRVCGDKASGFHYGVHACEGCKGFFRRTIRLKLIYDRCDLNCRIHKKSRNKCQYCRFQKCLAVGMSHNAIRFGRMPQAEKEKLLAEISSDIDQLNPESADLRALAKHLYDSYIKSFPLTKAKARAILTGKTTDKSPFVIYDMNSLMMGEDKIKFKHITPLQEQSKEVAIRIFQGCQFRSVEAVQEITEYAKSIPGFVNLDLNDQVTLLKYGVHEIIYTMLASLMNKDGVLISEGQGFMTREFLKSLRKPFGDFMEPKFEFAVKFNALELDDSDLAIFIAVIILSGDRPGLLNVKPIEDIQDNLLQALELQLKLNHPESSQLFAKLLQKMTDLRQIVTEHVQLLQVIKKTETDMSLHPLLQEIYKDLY
# STAT1 inh: STAT1 signaling inhibitors, primary screen, cell-based, HTS, luciferase reporter; NIH 3T3 STAT1-luciferase reporter, IFN-gamma, luminescence; inhibition, % at 5.5 µM; actives 0.35% (n = 200,000);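 active means inhibition above a set limit, the mean inhibition across all tested compounds plus 3 SD, cut at about 34% in these data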;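 further: 0% = IFN-gamma with DMSO and 100% = IFN-gamma with 300 µM nifuroxazide; values of inactives mirror those of a sister screen read the other way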
# STAT3 activator: IL-6 driven STAT3 reporter potentiators, primary screen, U3A cells, luciferase, luminescence, MLSCN library; IL-6 STAT3-luciferase reporter; 100% = signal with IL-6 EC80 alone; activation (% of control), % at 5.6 µM; actives 0.91% (n = 190,000); AID 871, 2007;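 active means activation above the screen-wide mean of compound activation plus 3 SD, cut at about 130% in these data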;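 further: 0% = background luminescence of wells with medium and substrate only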
#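 Test system: STAT3-luciferase reporter U3A cells; Detection: reporter luminescence signal; Times: 1 h compound pre-exposure, 6 h IL-6 stimulation, 37 °C; Benchmarks: IL-6-only high control; Also added: IL-6 stimulus at 33 ng/mL final.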
# PPARg SRC2 recr: agonists of PPARg-SRC-2 recruitment, primary screen, biochemical, HTS | Peroxisome proliferator-activated receptor gamma (Homo sapiens), P37231 | PPARgamma LBD-SRC-2 recruitment | activation, % at 8 µM | actives 0.34% (n = 200,000); in the data active means activation above about 22%;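 further: 0% = vehicle and 100% = reference agonist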
# PPARg SRC-1 ag: PPARgamma agonists recruiting SRC-1 coactivator, primary screen, biochemical; activation, % at 8 µM; AID 631, 2007; PPARgamma-SRC-1 coactivator recruitment biochemical assay; Peroxisome proliferator-activated receptor gamma (Homo sapiens), P37231; actives 0.41% (n = 200,000); in the data active means activation above about 19%;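 further: 0% = DMSO and 100% = reference agonist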
# ROMK mod: ROMK potassium channel modulators, primary screen, cell-based, thallium flux, MLSMR library; ATP-sensitive inward rectifier potassium channel 1 (Homo sapiens), P48048; Tet-inducible ROMK, thallium flux fluorescence; actives lie on both sides; B-score at 10 µM; actives 2% (n = 130,000); AID 1918, 2009;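 active means signal ratio slope over the read window, or its plate-corrected B-score, at least 3 SD from the plate mean, either direction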;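 further: B-score of the F/F0 ratio slope over 7 to 12 s after thallium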
# Target sequence (P48048 whole entry, looked up): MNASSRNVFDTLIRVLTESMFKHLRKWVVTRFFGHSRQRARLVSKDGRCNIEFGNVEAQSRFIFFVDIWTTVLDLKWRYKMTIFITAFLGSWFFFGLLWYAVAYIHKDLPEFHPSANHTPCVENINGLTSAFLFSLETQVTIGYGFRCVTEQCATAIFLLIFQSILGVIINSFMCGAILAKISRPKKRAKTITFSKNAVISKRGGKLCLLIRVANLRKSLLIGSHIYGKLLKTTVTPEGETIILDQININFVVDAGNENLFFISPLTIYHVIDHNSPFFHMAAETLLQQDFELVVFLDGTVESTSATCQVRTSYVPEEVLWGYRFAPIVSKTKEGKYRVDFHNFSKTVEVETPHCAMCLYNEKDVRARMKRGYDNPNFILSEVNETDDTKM
# * hit, by the source's call; nt = not tested or not shown.
(1) CCOc1ccc(S(=O)(=O)N(C)c2ccc(OCC(=O)NCc3ccco3)cc2)cc1
(2) CC(=O)Nc1ccc2c(c1)N(C(C)=O)c1ccccc1CC2
(3) Cc1cc(NCc2ccccc2)nc2ccccc12
(4) c1ccc2c(c1)ncn2CCCOc1ccc2c(c1)CCC2
(5) O=C1CN(C(=O)c2ccccc2F)c2ccccc2N1
assay / entry,1,2,3,4,5
TLR4-MyD88 BLA,12,7,6,-12,-24
STAT3 inh,-4,22,-9,23,6
RAM network inh,9.8*,1.9,-1.0,1.6,1.9
TR-FRET SRC-2 ct,1470,1497,1401,1728,1515
S1P3 antagonist,nt,-9,nt,nt,12
PPARg SRC3 recr,-1,-2,8,9,6
STAT1 inh,-2,8,6,1,11
STAT3 activator,104,85,110,81,97
PPARg SRC2 recr,2,6,0,-5,4
PPARg SRC-1 ag,-1,4,-6,1,-1
ROMK mod,0.37,0.57,-1.6,-0.5,nt

# Results in sequence from the entries so far.
# RAM network inh, nos. 1–5 → 9.8*, 1.9, -1.0, 1.6, 1.9
# PPARg SRC3 recr, nos. 1–5 → -1, -2, 8, 9, 6
# PPARg SRC-1 ag, nos. 1–5 → -1, 4, -6, 1, -1

# Further records follow.
(6) COC(=O)c1c(NC(=O)CSc2nnc(-c3cccnc3)n2Cc2ccco2)sc(C)c1C
(7) O=C(Cc1ccccc1[N+](=O)[O-])NCCCN1CCOCC1
(8) Cc1c(C#N)c(NC(=O)C(C)C)n(Cc2ccccc2)c1C
(9) O=C(Cn1cnc2ccccc2c1=O)Nc1ccc2c(c1)CCC2
(10) COC(=O)c1ccc(Oc2nc(Nc3ccc(C)c(C)c3)nc(N(C)C)n2)cc1
assay / entry,6,7,8,9,10
TLR4-MyD88 BLA,-6,12,-20,-12,-1
STAT3 inh,-1,-4,0,-5,23
RAM network inh,1.0,0.6,1.6,3.8,2.0
TR-FRET SRC-2 ct,1351,1381,1572,1782,1420
S1P3 antagonist,6,-6,-12,-3,nt
PPARg SRC3 recr,2,-2,3,-3,2
STAT1 inh,9,-7,-3,9,4
STAT3 activator,104,108,109,109,79
PPARg SRC2 recr,-4,-1,10,11,9
PPARg SRC-1 ag,-11,6,-3,9,6
ROMK mod,nt,0.0035,-0.022,-1,-1.1

# Five entries out of the list, sorted by count of non-hydrogen atoms, largest number first:
(6) COC(=O)c1c(NC(=O)CSc2nnc(-c3cccnc3)n2Cc2ccco2)sc(C)c1C
(10) COC(=O)c1ccc(Oc2nc(Nc3ccc(C)c(C)c3)nc(N(C)C)n2)cc1
(9) O=C(Cn1cnc2ccccc2c1=O)Nc1ccc2c(c1)CCC2
(4) c1ccc2c(c1)ncn2CCCOc1ccc2c(c1)CCC2
(3) Cc1cc(NCc2ccccc2)nc2ccccc12
assay / entry,6,10,9,4,3
TLR4-MyD88 BLA,-6,-1,-12,-12,6
STAT3 inh,-1,23,-5,23,-9
RAM network inh,1.0,2.0,3.8,1.6,-1.0
TR-FRET SRC-2 ct,1351,1420,1782,1728,1401
S1P3 antagonist,6,nt,-3,nt,nt
PPARg SRC3 recr,2,2,-3,9,8
STAT1 inh,9,4,9,1,6
STAT3 activator,104,79,109,81,110
PPARg SRC2 recr,-4,9,11,-5,0
PPARg SRC-1 ag,-11,6,9,1,-6
ROMK mod,nt,-1.1,-1,-0.5,-1.6

# The list goes on.
(11) Cc1ccc(OCc2nnc(SCC(N)=O)n2N)cc1
(12) c1ccc(Nc2nc(-c3ccccn3)cs2)cc1
(13) O=C(Nc1ccc2nc(-c3cccnc3)[nH]c2c1)C12CC3CC(CC(C3)C1)C2
(14) CCCn1[nH]cc(SC)c(=O)c1=O
(15) COc1ccccc1OC(=O)c1ccc(S(=O)(=O)N(C)C)cc1
assay / entry,11,12,13,14,15
TLR4-MyD88 BLA,-8,4,-7,-3,8
STAT3 inh,3,-10,9,10,3
RAM network inh,1.4,0.7,0.1,-0.7,-0.6
TR-FRET SRC-2 ct,1588,1718,1581,1770,1539
S1P3 antagonist,-21,nt,nt,-9,nt
PPARg SRC3 recr,6,16,3,2,-9
STAT1 inh,1,-63,-5,-1,-6
STAT3 activator,103,108,95,97,103
PPARg SRC2 recr,11,6,-6,11,5
PPARg SRC-1 ag,9,2,3,3,-1
ROMK mod,0.12,-0.16,-0.53,nt,-0.63

(16) O=C(c1cc2c(s1)-c1ccccc1OC2)N1CCN(c2ccccn2)CC1
(17) COc1ccc(-n2cc(C(=O)O)c3ccccc3c2=O)cc1
(18) Cc1cc2cc(CN(Cc3ccc4c(c3)OCO4)C(=O)c3cnccn3)c3nnnn3c2cc1C
(19) Cc1csc(NC(=O)/C=C/c2ccco2)n1
(20) O=C(CCS(=O)(=O)c1cccc2nonc12)NCCc1ccccc1
assay / entry,16,17,18,19,20
TLR4-MyD88 BLA,-3,-4,2,5,-1
STAT3 inh,4,2,-1,9,14
RAM network inh,0.3,1.5,4.3,0.1,1.9
TR-FRET SRC-2 ct,2008*,1639,1529,1627,1493
S1P3 antagonist,-1,nt,nt,-12,nt
PPARg SRC3 recr,30*,2,-6,2,-1
STAT1 inh,0,7,-2,-52,4
STAT3 activator,104,103,107,92,93
PPARg SRC2 recr,22*,9,-8,2,-5
PPARg SRC-1 ag,30*,10,-3,5,5
ROMK mod,nt,0.0036,-0.081,1.2,nt

(21) O=C(Nc1sc2c(c1C(=O)NC1CCCCC1)CCC2)c1ccco1
(22) Cc1cc(=O)[nH]c(SCC(=O)Nc2ccc(Cl)cn2)n1
(23) CSc1ccccc1NC(=S)Nc1cccc(C(F)(F)F)c1
(24) CC(=O)N(/N=C1\Sc2ccccc2C1=O)c1ccccc1C
(25) COc1ccc(NC(=O)CCN2CC(C)OC(C)C2)c(OC)c1 (configuration not stated)
assay / entry,21,22,23,24,25
TLR4-MyD88 BLA,3,0,17,7,8
STAT3 inh,20,3,4,-7,6
RAM network inh,3.2,0.8,3.9,3.0,-0.1
TR-FRET SRC-2 ct,1636,1545,1338,1510,1339
S1P3 antagonist,-6,nt,nt,nt,nt
PPARg SRC3 recr,10,4,1,-13,17
STAT1 inh,-5,-1,5,-26,9
STAT3 activator,84,98,101,110,98
PPARg SRC2 recr,18,8,-2,-3,1
PPARg SRC-1 ag,7,5,-6,-3,2
ROMK mod,nt,0.37,1.1,nt,1

(26) O=C(NN1CCCCC1)c1cnn2c(C(F)F)cc(-c3ccccc3)nc12
(27) CCc1ccc(S(=O)(=O)c2n[nH]n3c2nc(=O)c2ccccc23)cc1
(28) Cc1c(C(=O)OCC(=O)N2CC(=O)Nc3ccccc32)oc2ccc(Br)cc12
(29) CCCC(C)NC(=O)c1ccc2[nH]c3c(c2c1)CC(C)CC3 (configuration not stated)
(30) CCCCCc1nc2sc3c(c2c(=O)n1NC(=O)c1ccc([N+](=O)[O-])cc1)CC(C)(C)OC3
assay / entry,26,27,28,29,30
TLR4-MyD88 BLA,-4,-6,1,0,-3
STAT3 inh,10,3,17,14,1
RAM network inh,4.7,2.4,1.0,5.7,2.7
TR-FRET SRC-2 ct,1466,1350,1598,1580,1572
S1P3 antagonist,-8,nt,nt,nt,-9
PPARg SRC3 recr,-3,-10,-1,9,3
STAT1 inh,-3,-2,-1,-9,-1
STAT3 activator,95,100,90,91,102
PPARg SRC2 recr,4,-4,5,1,5
PPARg SRC-1 ag,-6,6,3,7,0
ROMK mod,0.013,0.71,0.37,nt,0.00043

(31) O=C(COC(=O)/C=C/c1ccc(Cl)cc1)Nc1ccccc1-c1ccccc1
(32) COc1ccccc1CCNC(=O)c1cc(-c2ccncc2)nc2ccc(Br)cc12
(33) N#Cc1nc(-c2ccco2)oc1N1CCCC1
(34) Cc1cc(C(=O)COC(=O)c2ccc[nH]c2=O)c(C)n1-c1ccc(Br)cc1
(35) CCOC(=O)c1ccccc1NS(=O)(=O)c1ccc(S(=O)(=O)N2CCCC2)cc1
assay / entry,31,32,33,34,35
TLR4-MyD88 BLA,2,5,5,-5,-7
STAT3 inh,5,0,11,-14,4
RAM network inh,8.7*,0.5,0.4,0.0,10*
TR-FRET SRC-2 ct,1549,1463,1721,1554,1567
S1P3 antagonist,-2,-11,19,1,36
PPARg SRC3 recr,1,1,-3,0,0
STAT1 inh,-2,-1,-2,-25,-4
STAT3 activator,100,102,92,109,102
PPARg SRC2 recr,-3,-7,11,1,6
PPARg SRC-1 ag,2,-4,5,4,6
ROMK mod,nt,-1.8,0.17,-0.83,nt

(36) CCOc1ccc(NC(=O)C(C)NS(=O)(=O)c2ccc(NC(C)=O)cc2)cc1 (configuration not stated)
(37) O=C(O)c1cnn(-c2nc(-c3ccc(F)cc3)cs2)c1C(F)(F)F
(38) NC1=NC(c2cn[nH]c2-c2cccc(F)c2)n2c(nc3ccccc32)N1 (configuration not stated)
(39) COc1ccccc1Oc1coc2c(CN(C)C)c(O)ccc2c1=O
(40) CCOc1ccc(N=C2C(=O)N(CN3CCOCC3)c3ccccc32)cc1
(41) Cc1nnc(SCc2ccc(C(=O)Nc3cc(Cl)ccc3C)cc2)s1
(42) Cc1cccc2cc(CN(Cc3nnnn3C3CCCC3)C3CCCCC3)c(=O)[nH]c12
assay / entry,36,37,38,39,40,41,42
TLR4-MyD88 BLA,-38,3,4,15,-3,-11,-1
STAT3 inh,-3,-17,9,12,0,19,2
RAM network inh,0.2,2.0,0.8,1.4,2.5,3.8,nt
TR-FRET SRC-2 ct,1538,1486,1391,1439,1592,1564,1488
S1P3 antagonist,-27,-23,-16,nt,nt,10,16
PPARg SRC3 recr,6,3,1,-5,-3,-3,3
STAT1 inh,-4,-22,1,1,-1,0,2
STAT3 activator,104,125,96,93,106,88,101
PPARg SRC2 recr,3,11,-1,-1,-8,-1,8
PPARg SRC-1 ag,6,6,0,0,-5,6,-2
ROMK mod,-0.85,1.1,0.69,nt,0.44,nt,nt
